sPLA2-III inh – human group III sPLA2 inhibitors, primary screen, biochemical, QFRET, BODIPY PC-A2 liposome substrate; QFRET BODIPY PC-A2 liposome hydrolysis, fluorescence; AID 743126, 2013; 0.56% of 370,000 active; Group 3 secretory phospholipase A2 (Homo sapiens), Q9NZ20; inhibition, % at 12.2 µM;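 active = inhibition above mean plus 3 SD of compounds lying within the high and low control bounds, cut at about 19% in these data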;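 note: 0% = median of test compound wells and 100% = no enzyme DMSO wells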
Target sequence (Q9NZ20 whole entry, looked up): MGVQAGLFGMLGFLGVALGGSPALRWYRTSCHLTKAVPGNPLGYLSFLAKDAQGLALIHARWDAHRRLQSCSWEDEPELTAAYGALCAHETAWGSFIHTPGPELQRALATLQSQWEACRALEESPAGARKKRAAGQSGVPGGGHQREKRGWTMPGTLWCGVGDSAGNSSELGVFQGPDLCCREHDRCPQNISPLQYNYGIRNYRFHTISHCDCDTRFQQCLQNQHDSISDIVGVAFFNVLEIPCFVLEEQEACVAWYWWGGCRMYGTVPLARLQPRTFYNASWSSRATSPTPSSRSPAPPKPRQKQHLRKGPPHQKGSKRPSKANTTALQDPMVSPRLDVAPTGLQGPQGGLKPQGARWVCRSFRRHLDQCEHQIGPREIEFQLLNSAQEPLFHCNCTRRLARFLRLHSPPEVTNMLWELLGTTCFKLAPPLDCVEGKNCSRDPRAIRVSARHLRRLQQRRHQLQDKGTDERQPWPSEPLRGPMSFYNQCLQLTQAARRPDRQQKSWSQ
hgDAF-12 ag – H. glycines DAF-12 receptor agonists, primary screen, cell-based, luminescence, HEK293, GAL4 fusion, UAS-luciferase; Nuclear hormone receptor DAF-12 (Heterodera glycines), GAL4 fusion; HEK293 GAL4-hgDAF12 UAS-luciferase reporter, agonist luminescence; normalized to butyrate control; activation, % at 6.8 µM; 1.8% of 370,000 active; AID 687014, 2013;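 active = activation above a cutoff set at the mean of all screened compounds plus 3 SD, cut at about 10% in these data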;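 note: 0% = DMSO wells and 100% = sodium butyrate wells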
ssDAF12 agonist – S. stercoralis DAF-12 nuclear receptor activators, primary screen, cell-based, luminescence, HEK293, GRIP1 co-expression, lit1-tk-luc; HEK293 ssDAF-12/GRIP1 lit1-tk-luc reporter; % of 3 µM dafachronic acid response; activation, % at 6.8 µM; 1% of 370,000 active; AID 652126, 2013;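 active = activation above the mean over all tested compounds plus 3 SD, cut at about 0.9% in these data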;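 note: 0% = DMSO-only wells and 100% = 3 µM delta7-dafachronic acid wells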
GC-B act – human GC-B receptor activators, primary screen, HEK293 GC-B cells, cGMP TR-FRET, EC30 CNP | Atrial natriuretic peptide receptor 2 (Homo sapiens), P20594 | 0% at EC30 CNP, 100% saturating CNP | activation, % at 10 µM | 0.11% of 370,000 active | AID 1920062, 2024;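 active = activation at 10 µM reaching about 35% in either raw or pattern-adjusted values, limit read from the data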
DAX1 inh-1 – DAX1 (NR0B1) inhibitors on StAR promoter, primary screen, cell-based, luminescence, SF-1 (NR5A1), full-length DAX-1 | AID 652010, 2013 | inhibition, % at 6.8 µM | HEK293T StAR-luciferase reporter, SF-1/DAX-1 repression relief | 1.1% of 370,000 active;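 active = inhibition above the mean over all tested compounds plus 3 SD, cut at about 3.6% in these data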;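 note: 0% = DAX-1 cells with DMSO and 100% = cells lacking DAX-1 with DMSO; higher inhibition means more luminescence from relief of DAX-1 repression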
GC-A act – GC-A stimulated cGMP production enhancers – HEK293 GC-A cells, cGMP TR-FRET, EC30 ANP, primary screen. AID 1671463, 2021. Atrial natriuretic peptide receptor 1 (Homo sapiens), P16066. activation, % at 10 µM. 0.14% of 370,000 active. 0% at EC30 ANP, 100% saturating ANP; in the data active = activation above about 40%
hcDAF-12 act – H. contortus DAF-12 nuclear receptor activators, primary screen, cell-based, luminescence, HEK293, lit1-tk-luc reporter | activation, % at 6.8 µM | 1.4% of 370,000 active | AID 652067, 2013 | HEK293 hcDAF-12 lit1-tk-luc reporter; 0% DMSO, 100% Δ7-dafachronic acid;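 active = activation above the mean of all tested compounds plus 3 SD, cut at about 5.5% in these data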;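 note: 100% = response to 3 µM Δ7-dafachronic acid high control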
GAA850 FXN act – FXN promoter activators, primary screen, cell-based, luciferase luminescence, HEK293 lucGAA850; HEK293 lucGAA850 FXN promoter luciferase reporter, 24 h; percent of 10 µM SAHA response; AID 540364, 2011; 0.56% of 360,000 active; activation, % at 6 µM;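 active = activation above the average of all compounds screened plus 3 SD, cutoff fixed separately per campaign, cut at about 7.5% in these data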;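 note: 0% = DMSO wells and 100% = 10 µM SAHA wells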
proKLK7 act – proKLK7 zymogen activators, primary screen, biochemical, fluorescence intensity. 0.9% of 370,000 active. activation, % at 7 µM. AID 652039, 2013. Kallikrein-7 (Homo sapiens), P49862. purified proKLK7, EDANS-DABCYL substrate fluorescence; 100% is mature enzyme control, 0% vehicle;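 active = activation above the mean of all tested compounds plus 3 SD, computed per campaign excluding outliers beyond control limits, cut at about 13% in these data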
Target sequence (P49862 whole entry, looked up): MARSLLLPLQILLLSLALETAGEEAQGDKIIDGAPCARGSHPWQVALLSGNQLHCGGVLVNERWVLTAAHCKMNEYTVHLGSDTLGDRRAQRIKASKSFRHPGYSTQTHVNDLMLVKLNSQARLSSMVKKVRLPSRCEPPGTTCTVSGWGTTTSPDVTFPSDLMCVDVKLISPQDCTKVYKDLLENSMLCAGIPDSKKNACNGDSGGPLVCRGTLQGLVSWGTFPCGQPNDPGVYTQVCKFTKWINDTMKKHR
SMARCA2 activ – SMARCA2 (BRM) function activators, primary screen, cell-based, luminescence, high throughput; MG213 cells, MMTV-luciferase reporter, dexamethasone, overnight; activation, % at 9.1 µM; 1% of 370,000 active; in the data active = activation above about 7.8%;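 note: 0% = vehicle wells and 100% = reference activator wells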
DAX1 inh-2 – DAX1 (NR0B1) inhibitors, primary screen, cell-based, HEK293, Gal4-DAX1, luciferase luminescence; AID 504766, 2011; 0.99% of 340,000 active; inhibition, % at 6.75 µM; HEK293 Gal4-DAX1 luciferase reporter; Nuclear receptor subfamily 0 group B member 1 (Homo sapiens), P51843;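 active = inhibition above the mean over all tested compounds plus 3 SD, cut at about 4.2% in these data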;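 note: 0% = DAX1-transfected cells with DMSO and 100% = empty-vector control cells with DMSO; inhibition shows as a rise in luminescence from relieved DAX1 repression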
Numbers without * were called inactive; . = not tested or not shown.

nr	structure	sPLA2-III inh	hgDAF-12 ag	ssDAF12 agonist	GC-B act	DAX1 inh-1	GC-A act	hcDAF-12 act	GAA850 FXN act	proKLK7 act	SMARCA2 activ	DAX1 inh-2
1	Cc1ccc(Nc2nc(N)nc(CN3CCN(Cc4ccccc4)CC3)n2)cc1Cl	3	0.7	-0.8	-7	0.6	-2	-1.4	0.2	0.2	0	0.3
2	Cc1cc(C)c2c(n1)nn1c(-n3ccnc3)cc(C)nc21	-2	-1.5	-1.1	1	-0.2	3	1.1	2.3	16*	-1	-0.9
3	O=C1NCCCC1C(=O)N1CCCCC1 (stereo unspecified)	-3	0.8	-0.9	-1	0.1	4	-0.6	-0.1	0.1	-1	2.5
4	O=[N+]([O-])c1cccc(-c2ccc(C(=S)N3CCOCC3)o2)c1	2	18*	0.1	16	3.0	7	5.2	4.9	0.2	7	2.9
5	COc1cc2cc(CCCOC(=O)c3ccc(Br)cc3)oc(=O)c2cc1OC	-10	0.0	-0.9	-11	0.4	-6	1.5	1.5	-26	3	-0.6
6	COC(=O)c1ccccc1S(=O)(=O)NNC(=O)C12CC3CC(CC(C3)C1)C2	-6	0.3	-1.2	1	-0.4	2	-1.1	-1.7	-0.3	0	0.2
7	O=C(O)c1cc(S(=O)(=O)Nc2ccc3oc(=O)sc3c2)ccc1O	-29	-0.5	-1.0	3	-0.2	0	-1.4	.	0.1	1	.
8	COc1ccc(-c2nn(-c3ccccc3)cc2/C=C2/SC(=S)N(Cc3ccco3)C2=O)c(C)c1	5	-0.2	-1.7	2	0.2	-5	-1.0	-0.6	-0.7	-2	1.7
9	CC1(C(=O)O)CCCN1C(=O)c1ccco1 (stereo unspecified)	2	-2.9	-1.0	2	0.2	2	0.1	0.2	0.2	5	.
10	COc1ccc(CCN2C(=O)COc3ccccc3C2C(=O)NC(C)(C)C)cc1OC (stereo unspecified)	19	3.5	-1.1	4	0.6	-1	0.2	.	0.4	-4	.
11	CCOC(=O)c1c(NC(=O)C[n+]2ccc(N(C)C)cc2)sc(C)c1C	-4	-1.9	-1.3	0	-0.5	-1	-0.1	-0.3	-0.1	-4	1.9
12	O=C(COC(=O)Cc1c[nH]c2ccccc12)Nc1c(Cl)cccc1C(F)(F)F	-66	1.3	0.5	1	0.8	1	2.4	0.5	-0.6	-1	-0.8
13	CC1=C(C(=O)N(C)C)CC(CC(=O)NCCCCc2ccccc2)C(=O)N1CCCN1CCCC1=O (stereo unspecified)	16	0.2	-0.6	4	0.2	0	-0.7	2.1	-0.1	-5	1.3
14	COc1cc(NC(=O)COC(=O)CCOc2ccc(C)cc2)cc(OC)c1	-12	2.4	-0.9	-7	1.7	-1	-1.0	0.1	-0.1	1	0.5
15	CC(NS(=O)(=O)c1ccc(Br)s1)c1ccccc1 (stereo unspecified)	-6	0.1	-0.7	-5	0.8	-4	0.5	1.1	0.1	-1	0.1
16	COc1cc(C(=O)Nc2ccc(NC(=O)c3cccc(Cl)c3)nc2)cc(OC)c1OC	-7	-5.0	-1.5	0	-1.7	-1	-5.4	-0.8	-12	-2	-0.8
17	CCOCCCNC(=O)C(c1ccc(C)cc1)N(Cc1cccs1)C(=O)c1ccccn1 (stereo unspecified)	-1	-3.7	-1.7	0	-1.0	1	-0.9	2.1	0.4	2	0.0
18	COc1ccc(OC)c(S(=O)(=O)N2CCC(C(=O)N3CCN(C4CCCCC4)CC3)CC2)c1	-9	-1.1	-1.4	-1	4.2*	2	0.2	.	0.1	3	.
19	Brc1cccc(OCCOCCn2ccnc2)c1	-8	-1.4	-1.1	-3	-0.5	-1	-1.6	0.4	-0.2	-3	2.6
20	CCOC(=O)N1CCC(N(C(=O)Nc2ccccc2)C(C)CC)CC1 (stereo unspecified)	2	-0.5	-0.6	-7	0.4	1	-0.6	0.2	-0.5	-1	1.4
21	CCCCCC(=O)Nc1cccc(C2=NOC3(C2)C[C@@H](C(N)=O)N(C(=O)Cc2ccc([N+](=O)[O-])cc2)C3)c1 (stereo partly specified)	-22	-2.5	-1.7	3	-0.9	-4	-0.7	-1.6	-0.1	0	-0.1
22	CN(C)CCCCCN(C)Cc1cc2ccccc2o1	0	-2.9	-1.1	-1	0.2	-2	-0.8	0.8	-0.4	-3	1.7
23	COc1ccc(C(=O)NCc2nnc(SCC(=O)Nc3cccc(F)c3)o2)cc1	2	-0.9	-1.4	2	-0.8	-3	-0.5	3.3	0.6	2	1.4
24	CC1(Cc2cccc(C#N)c2)C(=O)Nc2ccc(-c3cccc(C(F)(F)F)c3)cc21 (stereo unspecified)	-7	-1.3	-1.7	1	-1.7	-9	-3.0	11*	0.9	-6	.
25	CCOC(=O)C1=C(C)N(C[C@@H]2CC[C@@H](Cc3ccc4cc(OC)ccc4c3)O2)C(=O)NC1c1ccc(OC)cc1 (stereo partly specified)	-4	-0.3	-1.4	-12	-1.1	-10	-2.5	0.7	-8.3	-5	-0.5
26	COC(=O)c1ccccc1NC(=O)CSc1nnnn1C	1	0.3	-1.3	0	-0.1	-1	0.1	0.7	0.4	0	0.0
27	Cc1ccc(SCC(=O)NCc2ccco2)cc1	2	0.9	-1.1	3	0.4	-2	0.9	0.1	-0.4	-2	0.7
28	CCc1cccc(CC)c1NC(=O)C1CSC2(C)CCC(=O)N12 (stereo unspecified)	0	-1.2	-0.7	0	-1.0	5	-1.3	0.3	0.1	-2	-0.6
29	Cc1ccc(S(=O)(=O)N2CCN(c3nc4ccccc4nc3-n3nc(C)cc3C)CC2)cc1	4	-1.5	0.0	-3	0.0	-3	-1.4	2.1	-0.6	0	-0.7
30	Cc1ccccc1C(=O)OC(C)CN1CCN(C)CC1 (stereo unspecified)	-3	2.2	-0.9	-2	-0.2	1	-0.5	2.3	0.5	0	-0.2

More structures
nr	structure	sPLA2-III inh	hgDAF-12 ag	ssDAF12 agonist	GC-B act	DAX1 inh-1	GC-A act	hcDAF-12 act	GAA850 FXN act	proKLK7 act	SMARCA2 activ	DAX1 inh-2
31	Cc1cc(C(=O)CS(=O)(=O)c2ccc(Cl)cc2)cc(C)c1O	-18	-0.3	-1.0	3	0.1	-1	-2.7	-0.6	-0.2	0	1.4
32	O=C(NCc1nnc(SCC(=O)N2CCN(c3ccccc3)CC2)o1)c1ccco1	1	5.5	-0.9	-3	0.3	0	0.3	0.6	0.3	0	-0.1
33	CCN(CC)c1nc2c(c(=O)[nH]c(=O)n2C)n1CCOc1ccccc1	2	-2.4	-0.8	-2	-0.2	-11	-3.2	3.8	-0.5	-4	0.5
34	Clc1ccc2oc3c(Cl)ncnc3c2c1	5	1.4	-0.7	11	0.3	28	8.0*	3.2	0.1	1	-1.0
35	N#C/C(=C\c1ccc(O)c(O)c1)S(=O)(=O)c1ccccc1	-3	1.3	-0.7	2	0.6	1	-1.5	2.5	0.3	-1	0.8
36	COc1cc(CNCCSc2nnnn2C)cc(Br)c1OCc1ccc(F)cc1	-20	0.3	-1.6	-8	-0.5	-4	-0.6	-1.3	0.3	-6	1.1
37	N#CCCN(C(=O)COC(=O)C12CC3CC(CC(O)(C3)C1)C2)c1ccc(F)cc1	-7	2.8	-1.4	0	-0.5	4	0.4	-0.4	1.3	0	2.9
38	O=C1CN(C(=O)c2ccc(Br)o2)C(c2ccccc2)c2cc(Cl)ccc2N1 (stereo unspecified)	-6	-0.8	-1.5	-19	-0.6	-24	-0.7	-1.3	0.4	-2	-0.1
39	FC(F)(F)c1ccc(-n2cnc3ccccc32)nc1	5	3.0	-0.8	-1	-0.5	-12	1.9	3.1	-0.1	0	1.1
40	C[C@]12CCC[C@H](O1)c1c(cc3c(c1O)C(=O)c1c(O)cc(O)cc1C3=O)O2	1	0.2	-0.8	-5	0.7	1	-0.6	2.5	0.1	-1	5.1*
41	Nc1nc(C2CC(=O)OC23CCCCC3)cs1 (stereo unspecified)	-2	1.9	-1.0	0	-1.0	2	-0.7	-0.6	-0.1	-2	3.0
42	COCCCN(Cc1ccco1)C(=O)c1cc2c(s1)-c1ccc(Cl)cc1S(=O)(=O)C2	-16	0.4	-1.3	-3	-3.8	-5	-1.7	-0.7	-1.5	0	-0.6
43	COc1ccc(C(=O)N/C(=C\c2ccccc2)C(=O)Nc2ccccc2C(=O)O)cc1	-9	-0.2	0.0	1	-0.6	1	-0.2	1.0	0.3	-3	0.3
44	COC(=O)C1=C(C)NC(C)=C(C(=O)OCC2CCCO2)C1c1cccc(Cl)c1 (stereo unspecified)	-6	0.9	-1.1	-15	-1.8	-20	-1.1	0.2	1.1	-3	0.4
45	CCn1cc(C(=O)NCc2ccco2)c2cc(OC)c(OC)cc2c1=O	7	-5.0	-1.3	4	-0.7	1	0.6	0.1	-0.7	0	-0.2

Bioassay records deposited in PubChem BioAssay by several laboratories.
